SRC2 inh: inhibition of GAL4-SRC2 driven luciferase reporter, primary screen, SRC2 inhibitor project, cell-based, luminescence; HEK293 GAL4-SRC2 luciferase reporter; AID 651957, 2012; inhibition, % at 9 µM; 370,000 tested, 0.17% active;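 active means inhibition above the mean inhibition of all tested compounds plus 3 SD, set per campaign, cut at about 52% in these data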;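 further: 0% = DMSO treated cells and 100% = cells given Gossypol at 36 µM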
Target sequence (Q15596 whole entry, looked up, the tested form may be a part): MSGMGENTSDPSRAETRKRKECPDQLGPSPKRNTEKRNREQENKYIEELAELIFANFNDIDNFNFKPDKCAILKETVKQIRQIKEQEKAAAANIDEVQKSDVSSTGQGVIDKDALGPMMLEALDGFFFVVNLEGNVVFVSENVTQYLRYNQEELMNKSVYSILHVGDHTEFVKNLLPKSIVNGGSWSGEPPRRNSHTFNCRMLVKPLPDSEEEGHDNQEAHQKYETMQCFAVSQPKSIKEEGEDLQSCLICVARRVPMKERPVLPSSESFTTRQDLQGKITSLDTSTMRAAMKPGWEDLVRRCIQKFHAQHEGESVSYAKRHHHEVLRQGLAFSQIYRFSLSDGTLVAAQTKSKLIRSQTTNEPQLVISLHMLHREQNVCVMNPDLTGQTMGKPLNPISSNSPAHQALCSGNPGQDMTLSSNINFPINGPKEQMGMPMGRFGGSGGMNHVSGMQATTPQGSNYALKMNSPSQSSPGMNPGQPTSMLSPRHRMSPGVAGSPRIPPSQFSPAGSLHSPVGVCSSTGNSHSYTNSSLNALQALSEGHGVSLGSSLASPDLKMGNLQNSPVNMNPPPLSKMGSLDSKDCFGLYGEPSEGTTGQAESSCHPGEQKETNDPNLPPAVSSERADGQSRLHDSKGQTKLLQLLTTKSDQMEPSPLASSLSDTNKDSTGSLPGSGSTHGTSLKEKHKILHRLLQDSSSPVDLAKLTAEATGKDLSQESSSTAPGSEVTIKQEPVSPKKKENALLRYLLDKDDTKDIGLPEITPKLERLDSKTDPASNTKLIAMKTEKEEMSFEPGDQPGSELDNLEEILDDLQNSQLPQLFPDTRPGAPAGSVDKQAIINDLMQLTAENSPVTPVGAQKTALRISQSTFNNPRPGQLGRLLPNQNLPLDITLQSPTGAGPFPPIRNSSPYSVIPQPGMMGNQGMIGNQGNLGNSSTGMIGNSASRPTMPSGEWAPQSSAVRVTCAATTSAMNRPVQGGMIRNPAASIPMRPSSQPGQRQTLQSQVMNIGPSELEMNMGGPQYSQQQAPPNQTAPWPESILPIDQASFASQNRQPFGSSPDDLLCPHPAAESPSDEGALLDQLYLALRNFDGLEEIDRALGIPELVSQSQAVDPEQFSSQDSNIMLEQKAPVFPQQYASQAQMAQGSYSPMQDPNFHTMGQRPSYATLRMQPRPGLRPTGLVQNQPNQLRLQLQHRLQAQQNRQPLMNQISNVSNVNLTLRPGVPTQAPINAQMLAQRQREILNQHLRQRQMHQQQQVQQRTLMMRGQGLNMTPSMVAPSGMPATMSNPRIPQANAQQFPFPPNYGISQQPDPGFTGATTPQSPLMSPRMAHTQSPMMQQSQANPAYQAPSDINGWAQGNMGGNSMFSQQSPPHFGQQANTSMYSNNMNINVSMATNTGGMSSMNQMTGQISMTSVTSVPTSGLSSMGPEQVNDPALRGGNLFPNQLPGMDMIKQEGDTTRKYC
MC4R ag barr: MC4R agonists recruiting beta-arrestin, primary screen, cell-based, luminescence, agonist arm of biased-ligand search | Melanocortin receptor 4 (Homo sapiens), P32245 | activation, % at 8.9 µM | U2OS MC4R beta-arrestin complementation; percent of melanotan II response, DMSO zero | 360,000 tested, 0.98% active | AID 540308, 2011;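 active means activation above a per-plate cutoff, the mean activation of sample wells on that plate plus 3 SD, cut at about 8% in these data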
ABCB6 inh 2: ABCB6 transporter inhibitors, primary screen, K562-ABCB6 cells, flow cytometry, MLPCN library; K562-ABCB6 porphyrin accumulation, 1 h; hits give low values; ATP-binding cassette sub-family B member 6 (Homo sapiens), Q9NP58; 360,000 tested, 0.19% active; fluorescence ratio to DMSO, % at 10 µM; AID 602162, 2011;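 active means fluorescence ratio to DMSO below 75%, the collection mean minus 3 SD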;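 further: signal is porphyrin accumulated inside mitochondria; 100% equals median channel fluorescence of DMSO control wells; lower ratio means ABCB6 inhibition with less porphyrin fluorescence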
H9c2 protect: cardioprotection against H2O2-induced cell death, primary screen, uHTS, H9c2 cells, ATPLite luminescence. H9c2 cardiomyocytes, H2O2 injury protection, 2 h. protection from H2O2 cell death, % at 20 µM. 360,000 tested, 0.63% active. AID 588492, 2011;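 active means compounds giving at least 50% protection of heart cells from peroxide-induced death in the single-dose screen, raw or plate-pattern-corrected value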;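 further: 0% = DMSO wells with peroxide and 100% = DMSO wells without peroxide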
Glyco luc inh: increase of ERlucT glycosylation luciferase signal, primary screen, N-linked glycosylation inhibitor project, D54 ERlucT cells, luminescence, set 2 | D54 ERlucT glycosylation luciferase reporter, 24 h; percent of 100 nM tunicamycin response | reporter increase, % at 12.5 µM | 360,000 tested, 0.23% active | AID 588692, 2011;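 active means mean luciferase reporter signal, scaled so untreated is 0 and the glycosylation-blocking control 100, at or above a set limit in every replicate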;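 further: luciferase carries N-glycosylation sites so blocking glycosylation raises the light; 0% = median of neutral control wells and 100% = median of 100 nM tunicamycin wells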
MC4R antag cAMP: MC4R antagonists of cAMP signaling, primary screen, cell-based, TR-FRET, antagonist arm of biased-ligand search | Melanocortin receptor 4 (Homo sapiens), P32245 | MC4R-expressing cells, MTII-stimulated cAMP, LANCE TR-FRET | inhibition, % at 6.5 µM | 360,000 tested, 0.48% active | AID 540295, 2011;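 active means inhibition above its plate's cutoff, the mean of tested wells on that plate plus 3 SD, cut at about 29% in these data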;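 further: 0% = Melanotan II alone and 100% = Melanotan II plus saturating MCL0020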
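Assay system: U2OS-MC4R stable cell line; Also added: Melanotan II; Technique: Eu-cAMP/anti-cAMP TR-FRET, emission 671 nm; Times: 30-min compound, 1-h challenge, 1-h detection, room temperature.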
NOD2-RIPK2 inh: NOD2-RIPK2 binding disruptors in cells, primary screen, fluorescence, CHO cells, BLA complementation | CCF4 ratio | inhibition, % at 4.98 µM | 360,000 tested, 0.38% active; in the data active means inhibition above about 21%;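 further: 0% = vehicle only and 100% = reference blocker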
ABHD5-PLIN5 inh: ABHD5-PLIN5 interaction inhibitors, primary screen, cell lysate, split luciferase complementation, luminescence; 360,000 tested, 0.78% active; Split G. princeps luciferase complementation, 4 h; inhibition, % at 4 µM; Perilipin-5 (Homo sapiens) + 1-acylglycerol-3-phosphate O-acyltransferase ABHD5 (Homo …; AID 602281, 2012;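 active means inhibition above the mean inhibition across every tested compound plus 3 SD, cut at about 22% in these data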;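 further: 0% = DMSO only wells and the 100% control is not disclosed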
HTR2A ag: mouse Htr2a agonists via beta-arrestin recruitment, primary screen, cell-based, luminescence. CHO-K1 mHTR2A beta-arrestin complementation; percent of 30 µM serotonin response. activation, % at 7.6 µM. 360,000 tested, 0.66% active;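 active means activation above a run cutoff, the mean activation of all tested compounds plus 3 SD, cut at about 14% in these data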;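 further: 0% = plate median of compound wells and 100% = 30 µM serotonin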
TLR9-MyD88 inh: inhibitors of TLR9-MyD88 association in cells, primary screen, cell-based, CHO, BLA complementation, fluorescence; CCF4 FRET ratio; inhibition, % at 4.98 µM; Toll-like receptor 9 (Homo sapiens) + Myeloid differentiation primary response protein …; 340,000 tested, 0.21% active;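 active means inhibition above the mean over all tested compounds plus 3 SD, cut at about 21% in these data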;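 further: 0% = DMSO only wells and 100% = clavulanate BLA inhibitor control wells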
* hit, by the source's call; . = not tested or not shown.

SMILES	SRC2 inh	MC4R ag barr	ABCB6 inh 2	H9c2 protect	Glyco luc inh	MC4R antag cAMP	NOD2-RIPK2 inh	ABHD5-PLIN5 inh	HTR2A ag	TLR9-MyD88 inh
CC1=Nc2ccccc2N=C(NC(=O)CSC(=S)N2CCCCC2)C1c1ccccc1 (configuration not stated)	-26	-1.8	95	0	-6	2	-5	-6	3	3
COc1ccc(NC(=O)CCCCC(=O)Nc2ccc(OC)cc2)cc1	10	0.6	95	-1	1	-1	2	2	3	0
CC(NC(=O)CN(C)Cc1nc2ccccc2c(=O)[nH]1)c1ccccc1 (configuration not stated)	-11	-1.1	103	19	2	9	-5	0	2	-1
O=C(COC(=O)c1cc[n+]([O-])cc1)Nc1cc([N+](=O)[O-])ccc1Cl	14	-0.2	97	1	-1	7	0	3	-3	-5
CCCN(CCC)S(=O)(=O)c1ccc(C(=O)N2CCC(=O)c3ccccc32)cc1	10	0.4	114	16	1	3	-3	5	7	-47
CS(=O)(=O)N1CCN(C(=O)c2csc3ccccc23)CC1	12	-0.1	101	6	-1	23	-3	-5	5	-7
CCN(Cc1cc2ccccc2[nH]c1=O)C(=O)C1CCCCC1	3	-3.3	100	-11	-1	-3	-8	2	2	4
O=c1[nH]nc(-c2ccc(F)cc2)cc1Cc1ccc(F)cc1	-4	0.4	108	-5	-1	17	-5	7	5	3
CC(SC1=NCCN1S(C)(=O)=O)c1ccccc1 (configuration not stated)	19	-2.0	96	3	1	9	-8	4	-3	-3
Clc1cccc2c1Sc1ccccc1CC2N1CCNCC1 (configuration not stated)	-4	2.1	118	-30	-8	1	-3	31*	-5	-10
N=c1c(C(=O)NC2CCCC2)cc2c(=O)n3ccccc3nc2n1CC1CCCO1 (configuration not stated)	-15	-1.1	99	13	2	8	-20	4	0	-31
COc1ccc(C(=O)C(=O)N2CCN(C(=O)OCc3ccccc3)CC2)cc1	-7	.	.	.	.	.	-7	-3	-10	.
Cc1ccc(S(=O)(=O)N2CCC(C(=O)Nc3ccccc3N3CCCCC3)CC2)cc1	-2	0.1	89	-4	-4	3	-14	1	3	-7
c1ccc2c(c1)OCC(c1nnc3sc(-c4ccc5c(c4)OCO5)nn13)O2 (configuration not stated)	-21	1.4	94	-5	-1	-4	0	-5	0	-1
O=C(NCc1ccccn1)c1ccc(Cn2c(=S)[nH]c3ccccc3c2=O)cc1	-2	-1.0	99	6	-1	12	-3	-4	-3	-19
COc1ccc(OC)c(CCNC(=O)CS(=O)(=O)Cc2nc(-c3ccccc3Cl)oc2C)c1	6	-2.1	100	-6	0	9	4	1	-5	-3
O=C(c1ccc(S(=O)(=O)N2CCCCC2)cc1)N(c1ccccn1)C1CCCCC1	18	-0.4	100	3	-3	32*	-2	0	-1	-3
CCS(=O)(=O)N1CCC(C(=O)Nc2cc(Cl)ccc2O)CC1	-12	-1.4	93	-2	3	4	-3	7	3	4
O=C(COc1ccc(Cl)cc1)NCc1nnc(SCC(=O)NC2CCCCC2)o1	-7	-0.9	100	-10	0	3	11	3	3	-2
Cc1nc(-c2ccc(C(=O)Nc3cccc(Br)c3)cc2)cs1	-24	5.7	99	-26	-11	23	9	-1	-2	-3

Structures listed above shown as hits in ABHD5-PLIN5 inh:
SMILES | SRC2 inh | MC4R ag barr | ABCB6 inh 2 | Glyco luc inh | MC4R antag cAMP | NOD2-RIPK2 inh | ABHD5-PLIN5 inh | HTR2A ag | TLR9-MyD88 inh
Clc1cccc2c1Sc1ccccc1CC2N1CCNCC1 (configuration not stated) | -4 | 2.1 | 118 | -8 | 1 | -3 | 31* | -5 | -10

Additional structures follow.
SMILES	SRC2 inh	MC4R ag barr	ABCB6 inh 2	H9c2 protect	Glyco luc inh	MC4R antag cAMP	NOD2-RIPK2 inh	ABHD5-PLIN5 inh	HTR2A ag	TLR9-MyD88 inh
CCOc1cc(OCC)cc(C(=O)NCCN2CCC(n3c(=O)[nH]c4ccccc43)CC2)c1	1	.	100	.	.	.	-8	7	-8	.
O=C(CN(c1ccc2c(c1)OCCO2)S(=O)(=O)c1ccccc1)NCC1CCCO1 (configuration not stated)	-7	-1.9	100	17	1	-4	-4	3	2	-3
CC1CN(CC(O)COc2ccc(C(=O)c3ccccc3)cc2)CC(C)O1 (configuration not stated)	-9	-1.2	95	3	-1	-2	-3	-3	-5	-5
COc1ccc(/C(C)=N/Nc2ccc(C(=O)O)cc2)c(OC)c1	-6	3.0	104	-3	-5	2	1	2	2	-6
O=C(OCCOCCN=C1NS(=O)(=O)c2ccccc21)c1ccccc1Br	16	1.4	96	-1	4	11	-8	0	-6	-11
COc1cc(/C=C/C(=O)O)cc(S(=O)(=O)Nc2ccc(F)cc2)c1OC	-2	1.3	97	1	2	17	5	-1	4	-8
O=C(NCC1CCCN(C(=O)CN2CCCCC2)C1)c1ccccc1Cl (configuration not stated)	11	0.1	100	6	1	-2	-6	6	3	-2
c1ccc2[nH]c(-c3ccc4c(c3)OCO4)nc2c1	-101	-1.4	90	-16	-11	-3	-9	-1	6	.
CCOc1cc([C@H]2[C@@H]3CCCC[C@]3(O)CCN2CC(=O)NCc2ccco2)ccc1O	-34	-1.0	92	-2	1	-4	6	4	-1	-3
Cc1ccc(C(=O)N2c3ccc(F)cc3CCC2C)o1 (configuration not stated)	6	-0.7	101	-2	-1	1	0	0	1	-4
O=S(=O)(c1ccccc1)c1nc(-c2ccccc2F)oc1NCc1cccnc1	9	1.5	100	8	1	6	5	5	2	3
Cc1cc(C)c(C#N)c(SCC(=O)Nc2ccc(S(=O)(=O)Nc3ncccn3)cc2)n1	-5	-3.0	100	7	1	3	2	-4	0	-8
O=C(O)CSCNC(=O)CC12CC3CC(CC(C3)C1)C2	-9	-1.1	91	2	3	-1	1	0	0	-4
O=C(Cn1nc(Cl)nc1Cl)c1ccc([N+](=O)[O-])cc1	-18	0.4	96	-2	5	5	-12	0	3	-2
CCOC(=O)Cn1c(=O)oc2cc(S(=O)(=O)N3CCCC(C(=O)OCC)C3)ccc21 (configuration not stated)	-16	-0.7	97	-1	0	2	-6	-1	0	-1
COc1ccc([N+](=O)[O-])cc1NC(=O)CS(=O)(=O)c1ccc(C)cc1	17	-2.6	90	-4	0	-2	-6	2	-1	0
C/C(=N\NC(=O)c1cc([N+](=O)[O-])cc([N+](=O)[O-])c1)c1ccco1	7	0.1	101	20	2	-3	1	-14	6	4
CC1CC(O)(CC(O)(c2ccccc2)c2ccccc2)C(C)CN1C (configuration not stated)	19	-1.6	100	5	1	-2	-3	1	5	-7
Cc1ccc(Nc2nc(N)[nH]c(=O)c2N=O)cc1	-19	-2.0	111	52*	3	-5	3	3	1	-9
CCOc1ccc(CCNC(=O)CCS(=O)(=O)c2ccc(Br)cc2)cc1OCC	-7	1.0	91	-5	2	29*	-10	4	2	-2
CCOc1ccc(C(=O)CCC(=O)N2CCN(c3ncccn3)CC2)cc1	-8	-1.8	104	-2	0	-1	-11	8	6	3
CCOc1ccc(S(=O)(=O)N2CCC(C(=O)NCC3CCCO3)CC2)cc1C (configuration not stated)	16	2.3	99	-4	2	1	1	-11	5	-15
COc1cc(/C=C(/NC(=O)c2ccccc2)C(=O)Nc2ccc(O)cc2)c([N+](=O)[O-])cc1OC	3	-2.1	102	2	2	-2	-1	3	-2	-2
Nc1c(C(=O)N/N=C/c2cccnc2)oc2nc(-c3ccccc3)cc(-c3ccco3)c12	-1	1.7	99	68*	6	-1	-16	-4	4	.
O=C(CCC1CCCCC1)Nc1ccc(C(=O)c2ccncc2)cc1	-14	-1.2	95	-13	-1	0	-8	1	1	-8
CCOC(=O)c1ccc(NC(=O)NNC(=O)CCc2ccc(OC)cc2)cc1	-32	-0.4	103	1	1	2	-7	1	8	7
CN(C)S(=O)(=O)c1cccc(NC(=S)N/N=C/c2cccc(O)c2)c1	-23	-0.8	103	11	2	8	4	-2	-1	7
OC1(C(F)(F)F)CC(c2ccc3ccccc3c2)=NO1 (configuration not stated)	-2	1.7	101	0	0	14	-2	3	6	-4
O=S(=O)(NCCS(=O)(=O)N1CCN(c2ccccc2)CC1)c1ccc(F)cc1	-23	0.1	95	-1	-2	-9	-9	2	5	-3
Nc1ccc(Nc2ccc([N+](=O)[O-])cc2[N+](=O)[O-])cc1	-3	-0.3	102	-8	-2	-1	-3	1	-3	-7
COc1cccc2cc(C(=O)Nc3ccc(F)cc3)c(=Nc3ccc(C(=O)O)cc3)oc12	-43	-3.7	91	2	0	-4	6	-1	-1	1
O=C(NCc1ccccc1)C(c1ccco1)N(C(=O)c1ccccn1)c1ccccc1 (configuration not stated)	0	-1.9	97	-4	-2	1	1	4	-2	0
C[C@H]1CN([C@@H](C)CO)C(=O)c2cc(NC(=O)C3CCCCC3)ccc2O[C@H]1CN(C)S(=O)(=O)c1ccccc1	9	-1.0	99	9	-1	7	-12	-4	-4	-13
COc1ccccc1N1CCN(S(=O)(=O)c2cc3[nH]c(=O)c(=O)[nH]c3cc2C)CC1	3	-0.7	99	1	1	1	-4	2	-8	9
COc1ccc(NC(=O)CSc2nc3nc(C)cc(C)c3c(=O)[nH]2)cc1	-2	-0.3	105	6	3	5	0	0	0	3
CC1CC(C)CN(S(=O)(=O)N2CCCC(C(=O)NCCCN3CCCCC3C)C2)C1 (configuration not stated)	7	-1.6	96	2	3	-1	-6	-2	-4	8
Cc1ccc(S(=O)(=O)N2CCN(C3CC(=O)N(Cc4ccccc4)C3=O)CC2)cc1C (configuration not stated)	13	1.1	100	0	0	15	-10	-4	-6	-14
Cc1ccc(C2(CCN)CCOC(C(C)C)C2)cc1 (configuration not stated)	-9	0.9	97	-3	-1	11	-12	-4	-5	6
O=C(O)c1ccc(CNCc2cccc(Cl)c2)cc1	-8	-1.8	102	-2	0	6	7	0	0	-6
COc1ccc(C(=O)NC(C)c2cc(OC)c(OC)cc2Br)cc1 (configuration not stated)	8	-1.1	102	-2	-1	-4	-3	1	0	-4
CCC(OC(=O)c1cc2sccc2n1C)C(=O)NCC1CCCO1 (configuration not stated)	16	-1.0	98	-3	1	1	-1	3	-5	5
CN(C)CCN1CCN(C2CN(Cc3cn(Cc4ccccc4)nn3)S(=O)(=O)C2)CC1 (configuration not stated)	-18	.	98	.	.	.	-5	4	20*	.

From PubChem

Not all compounds are listed; the hit share may differ from the screen's.
